DT40 TDP1 no CPT = qHTS for Inhibitors of human tyrosyl-DNA phosphodiesterase 1 (TDP1): qHTS in cells in absence of CPT; hit rate 15% among 420,000; DT40 Tdp1-/- hTDP1 cells, no CPT, ATP luminescence, 48 h; Potency, µM (series often up to 46.2 µM), for inactives: at the highest dose activity change, negative = growth inhibition, most hits filed as inhibitors; note: nearly all actives have a fitted effect of over 55% in size
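A cellular qHTS used chicken DT40 cells lacking endogenous Tdp1 but carrying stably transfected human TDP1. Compounds were applied without camptothecin, and cell growth kinetics were judged by ATP-dependent luminescence after ≥48 hr.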
DT40 TDP1 CPT = growth inhibition of DT40 Tdp1-/-;hTDP1 cells with camptothecin (screen for TDP1 inhibitors); AID 686979; chicken DT40 Tdp1-/-;hTDP1 cells + 20 nM CPT, ATP luminescence, 48 h; hit rate 12% among 420,000; Potency, µM (doses to about 46.2 µM), for the others: at the highest dose activity change, negative = growth inhibition, usual class: inhibitors; note: nearly all actives have a fitted effect of over 55% in size
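Cell growth measured by CellTiter-Glo luminescence after a minimum 48 h, 37 C compound exposure with 20 nM CPT in Tdp1-knockout DT40 cells stably expressing hTDP1, seeded 400/well; qHTS titration format.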
KAT2A inh = blocks human GCN5L2 histone acetyltransferase; Q92830; GCN5L2 HAT assay, ThioGlo1 CoA-SH fluorescence; Potency, µM (titrated, usually from 58.9 µM), inactives show at the highest dose activity change, negative = inhibition, usual class: inhibitors; hit rate 0.21% among 390,000
Target sequence (Q92830 whole entry, looked up): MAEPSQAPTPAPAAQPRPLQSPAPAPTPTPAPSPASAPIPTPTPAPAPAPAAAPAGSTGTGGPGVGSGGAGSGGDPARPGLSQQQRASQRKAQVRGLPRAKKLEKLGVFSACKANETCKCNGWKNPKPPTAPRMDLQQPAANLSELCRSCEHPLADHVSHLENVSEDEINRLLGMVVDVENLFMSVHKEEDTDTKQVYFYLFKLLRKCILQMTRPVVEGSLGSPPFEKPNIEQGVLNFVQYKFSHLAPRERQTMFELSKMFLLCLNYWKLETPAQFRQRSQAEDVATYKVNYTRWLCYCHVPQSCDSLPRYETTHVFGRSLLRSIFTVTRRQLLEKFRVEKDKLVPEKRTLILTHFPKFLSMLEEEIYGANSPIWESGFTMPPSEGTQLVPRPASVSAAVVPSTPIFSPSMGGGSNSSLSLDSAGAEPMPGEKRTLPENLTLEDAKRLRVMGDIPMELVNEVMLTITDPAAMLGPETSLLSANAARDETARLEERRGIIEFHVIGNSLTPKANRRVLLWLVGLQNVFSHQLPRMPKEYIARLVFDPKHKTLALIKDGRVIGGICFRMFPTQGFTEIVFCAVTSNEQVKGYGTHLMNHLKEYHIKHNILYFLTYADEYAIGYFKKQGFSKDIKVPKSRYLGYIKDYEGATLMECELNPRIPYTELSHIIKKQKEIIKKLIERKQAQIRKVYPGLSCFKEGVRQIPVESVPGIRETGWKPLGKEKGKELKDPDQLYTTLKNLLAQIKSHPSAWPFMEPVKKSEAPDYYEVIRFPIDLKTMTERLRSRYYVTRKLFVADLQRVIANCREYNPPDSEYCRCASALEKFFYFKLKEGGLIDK
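Enzyme at 20nM final was mixed with library compounds for 15 min at room temperature. Peptide H3(1-25) at 75uM, acetyl-CoA at 70uM and ThioGlo1 at 50uM were then added. Plates were read immediately and after 20 min (Ex340nm/Em540nm).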
An asterisk follows results filed as active; ? = inconclusive; nt = no result given; & = joins results of further samples. Calls come from the whole dose curve; as a rule, active = well fitted curve in the direction sought with a large enough effect; inconclusive = small, poorly fitted or top-dose-only effect, or another doubt; inactive = no such curve, though single readings can be large; an effect the other way counts as inactive or inconclusive. % is set by controls: 0 for no effect and ±100 for the full control effect; potency is the fitted concentration of half-maximal effect.

The line under a structure holds: DT40 TDP1 no CPT, DT40 TDP1 CPT, KAT2A inh
- Cc1cccc(C(=O)N2CCN(c3ccc(C(F)(F)F)cn3)CC2)c1C
 : 21µM*, 13µM*, -12%
- COc1cc(/C=N/NC(=O)c2cccc([N+](=O)[O-])c2)ccc1OC(=O)c1ccco1
 : -16%, 3%, -5%
- CCOC(=O)c1ccc(NC(=O)CCc2nc(-c3ccccc3Cl)no2)cc1
 : 15µM*, 16µM*, -3%
- Cc1cnc(C(=O)OCC(=O)Nc2ccccc2[N+](=O)[O-])cn1
 : -3%, 2%, -2%
- CCN(CC)S(=O)(=O)c1ccc2c(c1)c(=O)c(C(=O)NCc1ccc(Cl)cc1)cn2C
 : 9.2µM*, 10µM*, -5%
- Cn1c(SCC(=O)NCc2cccs2)nnc1-c1ccc(O)cc1
 : -8%, -26%, -4%
- CCCCCCCC(=O)Nc1ccc(S(=O)(=O)Nc2nccs2)cc1
 : -27%, -5%, -3%
- O=C(Nc1ccccc1)c1ccc(-c2ccc(F)cc2)s1
 : -5%, 0%, 6%
- c1ccc(Cc2nnc(-c3ccccc3)o2)cc1
 : -24%, -13%, -3%
- O=C(OCc1ccc(Br)cc1)c1cnc(Cl)c(Cl)c1
 : ?, ?, -6%
- CC(C)Oc1ccc(Cc2c(O)nc(NCCCN(C)C)[nH]c2=O)cc1
 : 2%, 5%, 18%
- C=C1C(=O)O[C@H]2C[C@H]1[C@@H](OC(C)=O)C/C(C)=C/CC/C(C)=C\CC[C@]2(C)O
 : 2.9µM*, 2.6µM*, nt
- CCOc1ccc(C(=O)NCC(=O)OCC(=O)N2CCC(C)CC2)cc1
 : 0%, -3%, -5%
- Cc1ccc(S(=O)(=O)N2CCN(C(=O)c3ccccc3)C2)cc1[N+](=O)[O-]
 : -10%, -1%, 3%
- Cc1ccc(N2CCN(c3ccc(C)cc3)C(CC(=O)O)C2=O)cc1 (centres undefined)
 : -23%, -20%, -21%
- CCN(CC)S(=O)(=O)c1ccc(S(=O)(=O)N2CCCC2C(=O)O)cc1 (centres undefined)
 : 0%, -1%, -8%
- CCCCNS(=O)(=O)c1ccc(Br)cc1N1CCC[C@H]1CO
 : -27%, -8%, -5%
- Fc1cc(F)c2nc(N3CCOCC3)sc2c1
 : 0%, -29%, 2%
- CCC(=O)Nc1sc(C(=O)OC)c(C)c1C(=O)OC
 : -15%, -1%, -10%
- COC(CNC(=O)c1cc(Sc2nnc(C)s2)nc2ccccc12)OC
 : ?, -20%, 8%
- CCC1=C(OC(=O)N(CC)CC)N2C(=O)OC(=NCC(=O)OC)[C@]2(C)[C@H]2C1=CC[C@H]1C(=O)N(CC(=O)OC)C(=O)[C@H]12
 : -8%, 0%, -13%
- CN(C)Cc1ncccc1Oc1nc2cc(-c3cccc(Cl)c3)sc2c(=O)n1C
 : ?, ?, nt
- Cc1cccc(NC(=O)c2nc[nH]c2C(=O)N2CCN(c3ccccc3)CC2)c1
 : -14%, -7%, -3%
- O=C(O)C1OC2OC3(CCCCC3)OC2C2OC3(CCCCC3)OC12 (centres undefined)
 : -2%, 3%, 2%
- COc1ccc(NC(=O)c2cc(C)no2)cc1Cl
 : -32%, -1%, -5%
- S=c1sc(SCCOc2ccccc2)nn1-c1ccccc1
 : 4%, 3%, -11%
- CCOc1ccccc1NC(=O)CN(C)S(=O)(=O)c1ccc(C(=O)N2CCOCC2)s1
 : ?, ?, 9%
- CCN(CC)CCOc1ccc2c(c1)C(=NO)c1cc(OCCN(CC)CC)ccc1-2
 : 18µM*, 18µM*, -21%
- Cc1ccc(S(=O)(=O)N2CCN(c3nc(-n4cncn4)nc4ccccc34)CC2)cc1
 : ?, 5%, nt
- Cc1cc(CNC(=O)COC(=O)c2ccc(Cl)c(N)c2)cc(C)c1O
 : -7%, 1%, -2%
- CCOc1ccc(NC(=O)N2CCC(n3c(C)nc4cccnc43)CC2)cc1
 : -11%, -1%, -4%
- CCN(CC)C(=O)Oc1c(Cl)cc(Cl)c2cccnc12
 : ?, 18%, -2%
- CCNc1nc(NCC)nc(N/N=C/c2cc(OC)c(OC)c(OC)c2)n1
 : ?, ?, -2%
- C[C@H](C[C@H](N)C(=O)O)C(=O)O
 : -4%, 1%, -22%
- COc1ccc(Cn2c(SCc3cc(C)ccc3C)nc3cc(OC)c(OC)cc3c2=N)cc1
 : 7.3µM*, 8.2µM*, -19%
- CN(C)CCCNC(=O)c1cc(C(=O)C2CCCCC2)c[nH]1
 : -2%, -2%, -5%
- CC(NS(=O)(=O)c1ccc2c(c1)oc(=O)n2C)c1ccccc1 (centres undefined)
 : 5%, -11%, -19%
- Cc1cccc(C=Nc2ccc3c4c(cccc24)CC3)c1O
 : -5%, -22%, 20µM*
- O=[N+]([O-])c1ccc(N2CCOCC2)c([N+](=O)[O-])c1
 : -11%, -2%, nt
- CCN1C(=O)N(C)[C@@H](c2ccccc2)C(C(=O)OC)=C1C
 : ?, 2%, 11%
- CCCCN(C)CCCNC(=O)Cn1cc2c(n1)-c1c(oc(C(=O)N3CCCC3)c1C)CC2
 : ?, ?, nt
- N#Cc1cccc(C(c2nnnn2Cc2ccccc2)N2CCCC2)c1 (centres undefined)
 : -12%, -9%, 1%
- COc1cccc(N2CCN(S(=O)(=O)c3ccc4ccccc4c3)CC2)c1
 : ?, ?, -7%
- Cc1cccc(NC2=C(NCCO)C(=O)c3ccccc3C2=O)c1
 : 21µM*, 16µM*, -2%
- CCc1nn(CC(=O)NCc2cccc(OC)c2OC)c(=O)c2cc3occc3n12
 : -20%, -15%, -5%

Limited to DT40 TDP1 CPT and KAT2A inh, for some of the entries so far:
Molecule,DT40 TDP1 CPT,KAT2A inh
CCC(=O)Nc1sc(C(=O)OC)c(C)c1C(=O)OC,-1%,-10%
COC(CNC(=O)c1cc(Sc2nnc(C)s2)nc2ccccc12)OC,-20%,8%
CCC1=C(OC(=O)N(CC)CC)N2C(=O)OC(=NCC(=O)OC)[C@]2(C)[C@H]2C1=CC[C@H]1C(=O)N(CC(=O)OC)C(=O)[C@H]12,0%,-13%
CN(C)Cc1ncccc1Oc1nc2cc(-c3cccc(Cl)c3)sc2c(=O)n1C,?,nt
Cc1cccc(NC(=O)c2nc[nH]c2C(=O)N2CCN(c3ccccc3)CC2)c1,-7%,-3%

Other records.
The line under a structure holds: DT40 TDP1 no CPT, DT40 TDP1 CPT, KAT2A inh
- O=C(CSc1nc(Nc2ccccc2)nc(N2CCOCC2)n1)Nc1cc(Cl)ccc1O
 : 29µM*, 26µM*, -12%
- COc1ccc(OC)c(N(CC(=O)N2CCCC2)S(=O)(=O)c2ccc(OC)c(OC)c2)c1
 : 4%, ?, 2%
- COc1ccc(OC)c(C2NC(=O)c3sc(=S)n(-c4ccccc4)c3N2)c1 (centres undefined)
 : -38%, -23%, -4%
- Cc1ccc(NC(=O)CCC(=O)O)cc1F
 : 0%, -18%, -2%
- Cc1nc2ccc(NS(=O)(=O)c3c(F)cccc3F)cc2s1
 : 16µM*, 16µM*, -2%
- CN(C)CC/C=C1\c2cc(F)ccc2CSc2ccccc21
 : ?, ?, -3%
- O=C(Cc1ccccc1)Nc1cccc(-c2nc3ncccc3o2)c1
 : ?, -15%, 0%
- COc1cccc(NC(=S)N(CCN(C)C)Cc2cccs2)c1
 : -20%, 6%, -7%
- CCCCN1C(=O)CCC(C(=O)O)C1c1ccc(OC)cc1 (centres undefined)
 : -28%, -26%, -7%
- Cc1nn(C)c(C)c1/C=N/NC(=O)CCn1cc([N+](=O)[O-])cn1
 : -21%, -3%, 0%
- COc1ccc(-c2sc(Nc3ccccc3)n[n+]2-c2ccc(F)cc2)c(C)c1C
 : 10µM*, 7.3µM*, -28%
- Cc1ccc(CNS(=O)(=O)c2ccc(-c3cnc(C4CC4)o3)cc2)cc1
 : ?, ?, -7%&-1%
- CCN1C(=O)N(c2ccc(C(C)=O)cc2)S(=O)(=O)c2ccccc21
 : ?, -13%&-14%, 3%&-7%
- CCN(Cc1ccccc1)C(=O)CCS(=O)(=O)c1cc(Br)cc2c1N(C(=O)C1CC1)CC2
 : ?, ?, -14%
- COC(=O)c1ccc(NC(=O)c2ccc3nccnc3c2)cc1
 : 29µM*, -24%, -4%
- COc1ccc(Cc2nnc(NC(=O)c3ccc(OC)c(OC)c3)s2)cc1OC
 : -15%, -5%, -3%
- CCOc1cc(C(=O)Nc2ccc(N3CCN(C(C)=O)CC3)cc2)cc(OCC)c1OCC
 : -2%, -7%, -2%
- COCCNC(=O)C(OC(=O)C1=Cc2ccccc2OC1)C(C)C (centres undefined)
 : -26%, -9%, ?
- O=C(Nc1ccc2c(c1)OCCO2)c1ccncc1
 : ?, -17%, -2%
- COc1cc(NC(=O)c2cc(-c3ccc4c(c3)OCO4)on2)cc(OC)c1OC
 : ?, ?, -5%&0%
- COc1ccc(CCN2C(=O)CC(Sc3ncccc3C(=O)O)C2=O)cc1OC (centres undefined)
 : -5%, -18%, -15%
- O=C1c2ccccc2C(=O)N1CC1c2ccccc2CCN1S(=O)(=O)c1cnc[nH]1 (centres undefined)
 : 1%, 2%, 2%
- CC1(C)CC(NC(=O)C23CCC(C)(C(=O)C2=O)C3(C)C)CC(C)(C)N1 (centres undefined)
 : -4%, -12%, -2%
- CCc1nn2c(N3CCOCC3)cc(C)nc2c1-c1ccc(F)cc1
 : ?, ?, -5%
- COc1ccc(OC)c(-c2csc(NC(=O)CSCc3c(C)noc3C)n2)c1
 : ?, ?, -7%
- O=C(CN1CCN(Cc2ccccc2Cl)C1=O)N1CCCCCC1
 : -4%, 8%, 0%
- O=C(CCCCCn1c(=S)[nH]c2ccc(Br)cc2c1=O)NCC1CCCO1 (centres undefined)
 : -4%, -28%, 0%
- CCN(CC)CCCNC(=O)c1cc2c(=O)n(CC)c3ccccc3c2s1
 : ?, ?, -2%
- CCC(C)C(NC(=O)/C(=C\c1ccccc1)NC(=O)c1ccc(OC)cc1)C(=O)O (centres undefined)
 : -2%, 11%, -7%
- CCC(c1nnnn1-c1c(C)cccc1C)N1CCN(CCN2CCOCC2)CC1 (centres undefined)
 : -16%, -8%, nt
- CCCCN=C(C)c1c(O)c2ccccc2oc1=O
 : ?, 2%, -4%
- CC(CC(=O)NCCc1ccc(S(N)(=O)=O)cc1)c1ccccc1 (centres undefined)
 : -7%, -26%, -6%
- CCN1CCN(C(=O)c2ccccc2N(Cc2ccccc2)S(=O)(=O)c2ccc(C)cc2)CC1
 : 16µM*, ?, 0%
- O=C(NCc1ccc2c(c1)OCO2)c1ccc2c(c1)N(Cc1ccccc1F)C(=O)c1ccccc1S2=O (centres undefined)
 : 21µM*, -34%, -8%
- Cc1ccc(-n2nc(C)c(NS(=O)(=O)c3ccccc3)c2C)cc1C
 : ?, -28%, 1%
- CC1Cc2nc(SCC(=O)Nc3ccc4c(c3)OCO4)n(-c3ccc(F)cc3)c(=O)c2S1 (centres undefined)
 : ?, -24%, ?
- COc1cccc2cc(C(=O)c3ccc([N+](=O)[O-])cc3)oc12
 : -12%, 4%, 3%
- CCCn1c(SCC(=O)NC2CCCCC2C)n[nH]c1=O (centres undefined)
 : -14%, -12%, nt
- COc1cc(C2C3=C(COC3=O)Oc3cc4c(cc32)OCO4)ccc1OC(C)=O (centres undefined)
 : 1.8µM*, 1.6µM*, nt
- CCN(CC)c1ccc(C(=O)c2ccccc2C(=O)O)c(O)c1
 : -10%, -1%, -16%
- Cc1ccc(Nc2c(-c3ccc(Br)o3)nc3ccccn23)cc1
 : ?, ?, 5%
- Cc1ccc(CNC(=O)Cn2c(=O)n(CC(=O)N3CCCCC3)c(=O)c3sccc32)cc1
 : -6%, -1%, 2%
- Cn1cccc1C(=O)N1CCC2(CC1)CN(c1ccncc1)C2
 : ?, -21%, -9%
- O=C(COC(=O)c1oc2ccccc2c1CSc1ccc(Cl)cc1)NC1CCCC1
 : ?, -21%, -2%
- NS(=O)(=O)c1ccc2nc(NC(=O)c3ccc(Br)o3)sc2c1
 : -20%, -8%, -11%
- COc1ccc(C)cc1S(=O)(=O)n1nc(C)cc1C
 : -21%, -2%, -8%
- CCOC(=O)c1cnn(CCOC(=O)c2cccs2)c1NC(=O)c1cccs1
 : -7%, -17%, -2%
- N#C/C(=C\Nc1ccc2cn[nH]c2c1)c1nc(-c2ccc(Cl)cc2)cs1
 : 23µM*, ?, -1%
- C=CCSc1ncccc1C(=O)O
 : -10%, -11%, -4%
- CSc1ccccc1C(=O)OCC(=O)NC1CC1
 : -6%, 10%, nt
- Cc1ccc(NC(=O)CCc2nc(-c3cccs3)no2)c(Br)c1
 : 10%, -24%, 0%
- NS(=O)(=O)c1ccc(NC(=O)COC(=O)COc2ccc3ccccc3c2)cc1
 : 0%, 4%, -10%
- CCn1nnnc1SCC(=O)Nc1sc(C)c(C)c1C#N
 : -13%, -12%, 1%

Source: PubChem (National Center for Advancing Translational Sciences (NCATS))

This is a subset, so the mix of outcomes need not match the whole.
